KDM5B inh: KDM5B demethylase inhibition; KDM5B demethylase, FDH-coupled NADH fluorescence (FDH is formaldehyde dehydrogenase); Potency, µM (series often up to 57.7 µM), inactives show at the highest dose activity change, negative = inhibition, hits mostly inhibitors; actives 2.6% (n = 220,000); active means well fitted inhibition curve with a large enough effect; inconclusive means small, poorly fitted or top-dose-only effect; inactive means no such curve, though single readings can be large or run the other way; further: 0% is about no effect; nearly all actives have a fitted effect of over 70% in size
Target sequence (Q9UGL1 whole entry, looked up): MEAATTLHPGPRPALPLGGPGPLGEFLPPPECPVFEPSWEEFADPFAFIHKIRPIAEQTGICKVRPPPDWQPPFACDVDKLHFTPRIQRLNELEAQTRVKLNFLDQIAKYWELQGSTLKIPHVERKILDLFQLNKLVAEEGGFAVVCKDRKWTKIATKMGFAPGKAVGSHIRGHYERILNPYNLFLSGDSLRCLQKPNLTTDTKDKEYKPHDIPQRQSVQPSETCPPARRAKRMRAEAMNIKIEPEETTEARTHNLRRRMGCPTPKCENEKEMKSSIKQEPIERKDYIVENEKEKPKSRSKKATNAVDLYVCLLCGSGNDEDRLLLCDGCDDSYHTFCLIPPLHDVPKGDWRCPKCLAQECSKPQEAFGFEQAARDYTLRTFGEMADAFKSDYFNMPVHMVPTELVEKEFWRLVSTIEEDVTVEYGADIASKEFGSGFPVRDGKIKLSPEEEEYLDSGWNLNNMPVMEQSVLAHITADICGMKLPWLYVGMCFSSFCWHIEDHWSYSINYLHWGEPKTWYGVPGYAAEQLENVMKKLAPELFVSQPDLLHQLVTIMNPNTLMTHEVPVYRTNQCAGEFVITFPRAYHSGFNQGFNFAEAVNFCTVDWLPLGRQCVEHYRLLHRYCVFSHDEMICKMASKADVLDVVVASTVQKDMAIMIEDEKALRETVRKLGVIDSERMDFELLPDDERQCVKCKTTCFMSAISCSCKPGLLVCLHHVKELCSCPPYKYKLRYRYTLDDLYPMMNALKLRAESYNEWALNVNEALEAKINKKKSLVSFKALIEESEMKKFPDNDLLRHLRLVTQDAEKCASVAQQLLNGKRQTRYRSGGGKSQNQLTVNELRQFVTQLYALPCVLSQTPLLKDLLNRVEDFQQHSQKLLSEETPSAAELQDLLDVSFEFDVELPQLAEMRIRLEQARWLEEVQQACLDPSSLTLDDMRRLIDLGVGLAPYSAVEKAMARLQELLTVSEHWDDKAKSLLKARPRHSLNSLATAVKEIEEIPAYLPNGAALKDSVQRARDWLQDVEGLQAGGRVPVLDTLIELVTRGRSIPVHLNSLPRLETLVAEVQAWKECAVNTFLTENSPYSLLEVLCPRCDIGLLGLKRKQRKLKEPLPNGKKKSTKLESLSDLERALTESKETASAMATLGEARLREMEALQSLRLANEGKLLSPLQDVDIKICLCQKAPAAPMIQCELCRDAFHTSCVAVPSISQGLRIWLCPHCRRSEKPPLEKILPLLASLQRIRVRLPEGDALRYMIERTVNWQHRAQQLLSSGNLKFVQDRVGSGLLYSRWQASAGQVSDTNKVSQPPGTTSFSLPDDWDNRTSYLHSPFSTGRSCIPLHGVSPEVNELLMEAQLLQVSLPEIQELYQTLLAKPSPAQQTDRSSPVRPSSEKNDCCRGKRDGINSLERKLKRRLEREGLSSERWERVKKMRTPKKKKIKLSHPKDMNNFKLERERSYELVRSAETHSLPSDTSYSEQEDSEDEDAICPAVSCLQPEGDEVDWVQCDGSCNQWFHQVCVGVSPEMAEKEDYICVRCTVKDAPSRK
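Coupled FDH/NAD⁺ fluorescence readout. KDM5BΔAP 200 nM final; compound titration, 10 min RT preincubation; substrate mix 12.5 µM H3K4me3, 25 µM 2-OG, 50 µM Fe(II), 100 µM ascorbate, 0.25 mM NAD⁺, 0.25 U/mL FDH; ΔRFU over 30 min.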
The depositor's hits bear a star; i = inactive; ? = inconclusive; & = joins results of further samples; [ ] = dose if it differs, or a comment. Potency means the concentration at half of the fitted maximal effect. Only part of the results is shown; count on the stated rates, not on these rows.

SMILES | KDM5B inh
Cc1ccc(Nc2ncncc2-c2nc(-c3ccccc3)no2)c(Cl)c1 | -24%
COCCN1C(=O)c2cccn2CC1CNC(=O)c1n[nH]c2ccccc12 (stereo not drawn) | -4%
CCCCCn1nc(C(=O)Nc2nc(C)c(C(C)=O)s2)c2ccccc2c1=O | 20%
CN1CCN(C(=O)[C@@H]2CCC[C@@H](NC(=O)c3ccc4c(c3)OCO4)CN(C)C(=O)C2)CC1 | -15%
CCOc1ccccc1NC(=O)c1cc2ccc3cccnc3c2[nH]1 | ?
CCOc1cc(=O)n2c(c1C(=O)Nc1cccc(Cl)c1C)CCCC2 | 7%
O=C(NC[C@H]1Cn2cc(-c3ccccc3)nc2CO1)c1ccccc1 | -13%[86.2 µM]
CCOc1ccc(N2C(=O)C(=O)/C(=C(/O)c3ccccc3)C2c2ccccc2[N+](=O)[O-])cc1 (stereo not drawn) | ?
CCc1cccc(C)c1-n1nnnc1C1(Nc2ccc3c(c2)OCCO3)CCCC1 | 2%
O=C(N/N=C/Cc1ccccc1)C1CC1 | 11%
Cc1ccc(CNC(=O)CSCc2nc(-c3ccc(Cl)cc3)oc2C)cc1 | 17%
CNc1nccc(N2CCC(CC(=O)NCCCN3CCc4ccccc4C3)CC2)n1 | ?
CNC(=O)/C(C#N)=C/c1cccc(Oc2ccccc2)c1 | ?
CC(=O)c1sc(NCc2ccc(C)cc2)nc1C | ?
Cc1cc(C)cc(NC(=O)CN(C)S(=O)(=O)c2ccc3[nH]c4c(c3c2)CCCC4)c1 | ?
O=S(=O)(c1ccc2c(c1)OCCO2)c1nc(-c2ccco2)oc1N1CCOCC1 | ?
CCCNC(=O)NCc1nc(-c2ccc(OCC)cc2)oc1C | 8%
CC(C)C(NC(=O)c1ccccc1F)C(=O)NN (stereo not drawn) | 34%[activator]
CCc1ccccc1NC(=O)c1ccc2nc(CCc3ccccc3)oc2c1 | ?
COc1ccc(OCc2cc(C(=O)N(C)CC3CCCCO3)no2)c(Cl)c1 (stereo not drawn) | -4%
O=C(Cc1ccc(F)cc1)N1CCC2(CC1)CC(N(Cc1ccccc1)C1CC1)CCO2 (stereo not drawn) | -9%
Cn1c(CNC(=O)C2CCCN(Cc3ccncc3)CCC(=O)NCC2)nc2ccccc21 (stereo not drawn) | ?
Cc1cccc(C(=O)Nc2nnc(SCC(=O)NCc3ccco3)s2)c1 | ?
O=C(Cn1c(=O)n(Cc2ccc(F)cc2)c(=O)c2ccccc21)Nc1ccc(F)cc1 | 16%
COc1ccc(C2Cn3nnc(C(=O)N4CCC(C(=O)NCc5ccccc5F)CC4)c3CO2)cc1 (stereo not drawn) | -4%

Gathered by group, those above containing fluorine
SMILES | KDM5B inh
CC(C)C(NC(=O)c1ccccc1F)C(=O)NN (stereo not drawn) | 34%[activator]
O=C(Cc1ccc(F)cc1)N1CCC2(CC1)CC(N(Cc1ccccc1)C1CC1)CCO2 (stereo not drawn) | -9%
O=C(Cn1c(=O)n(Cc2ccc(F)cc2)c(=O)c2ccccc21)Nc1ccc(F)cc1 | 16%
COc1ccc(C2Cn3nnc(C(=O)N4CCC(C(=O)NCc5ccccc5F)CC4)c3CO2)cc1 (stereo not drawn) | -4%

The list continues.
SMILES | KDM5B inh
Cc1ccc(NC(=O)Cn2ccn3nc(-c4ccccc4)c(CO)c3c2=O)c(C)c1 | 32µM*
CC(=O)CC(C)(C)S(=O)(=O)c1cccc2c(S(=O)(=O)C(C)(C)CC(C)=O)cccc12 | 5%
COc1ccc(NC(=O)Cn2c(=O)cc(C)c3c(C)nn(C)c32)cc1 | 10%
CCOc1ccccc1NC(=O)Cn1c(-c2ccc(Cl)cc2)nc(C)c(CCO)c1=O | -3%
COc1ccc(/C=C/C(=O)c2cc3ccccc3o2)cc1OC | 1%
O=C(NC1CCN(c2cc(-c3ccc(F)cc3)[nH]n2)CC1)c1cccnc1 | 7%
O=C(Cn1nc(-c2ccccc2)c2ccccc2c1=O)N1CCC(Cc2ccccc2)CC1 | -11%
CCc1ccc(C(=O)NC2CCN(c3cc(-c4cccs4)[nH]n3)CC2)cc1 | -26%
CC(=O)c1ccc(OCc2ccccc2)cc1O | 3%
COc1cc(Cl)ccc1-c1cccc(COc2cnc3c(ccn3CC(=O)O)c2)c1 | 35µM*
NS(=O)(=O)c1ccc(CCNC(=O)c2ccccc2OCc2ccc(F)cc2)cc1 | -12%
Cc1cccc(NC(=O)c2cc(-c3c(C)cc(C)cc3O)n[nH]2)c1 | 16%
O=C(O)c1cc(-c2ccc(F)cc2)on1 | -4%
Cc1ccc(Cl)cc1N1CCN(c2ncnc3c2nc2n3CCCC2)CC1 | -8%
CCOC(=O)CN(Cc1ccccc1)C(C(=O)NC1CCCCC1)c1ccc(OC)cc1 (stereo not drawn) | -23%
CCCCCCCOc1ccc(-c2ccc(C(=O)O)cc2)cc1 | 3%
Cc1ccc(NC(=O)C2CC(=O)N(c3n[nH]c4cc(Br)ccc34)C2)c(C)c1 (stereo not drawn) | -24%
COCCn1c(SCC(=O)c2ccc(Cl)cc2)nnc1-c1ccc(Cl)cc1 | 1%
COc1ccc(C2C(C(=O)Nc3ccc(C)cc3C)=C(C)Nc3nc(SC)nn32)cc1OC (stereo not drawn) | -14%
Cc1ccc(S(=O)(=O)N(C)C(C)c2cc3ccccc3o2)cc1C (stereo not drawn) | 6%
COc1cccc(NC(=O)NCc2ccc3c(c2)CCN3C(=O)c2ccccc2)c1 | -20%
CCOc1ccc(Sc2cc(C(=O)NCCc3ccccc3)c3ccccc3n2)cc1 | ?
O=C(NCCc1ccccc1)OCc1cn(Cc2cccc(Cl)c2)nn1 | 17%
Cc1nnc2n1CCC(N)CC2 (stereo not drawn) | -35%
CCN(CC)S(=O)(=O)c1ccc(N2CCOCC2)c(NC(=O)c2cc3ccccc3oc2=O)c1 | -1%
Continuation:
SMILES | KDM5B inh
NNC(=S)Nc1c(F)cc(F)cc1Br | -4%
COc1ccc(NC(=O)c2cc(-c3ccccn3)n[nH]2)cc1Cl | 0%
O=C(CSc1oc(-c2ccc(F)cc2)nc1S(=O)(=O)c1ccccc1)NC1CCCCC1 | -3%
Cc1ccc(S(=O)(=O)N2CCN(C(=O)c3c(-c4ccccc4)noc3C)CC2)cc1C | 20%
Cc1cccc(C)c1OCCN | 15%
COc1ccc(CN2C(=O)CO[C@H]3CN(Cc4ccc5c(c4)OCO5)C[C@H]32)cc1 | -34%[86.2 µM]
CCOc1ccccc1N(C)C(=O)c1cn(C)c(=O)c2ccccc12 | 17%
COc1cccc(N2C(=O)NC(=NC3CCCC3)C23CCN([S+](=O)([O-])c2cccc(C(F)(F)F)c2)C3)c1 (stereo not drawn) | 0%[115 µM]
COc1ccc(/C=C(\C#N)c2nc(-c3cc4c(ccc5ccccc54)oc3=O)cs2)cc1O | 13%
CCOc1ccc(NC(=O)C#Cc2ccccc2)cc1 | 5%
O=C(Nc1onc2c1CCCC2)c1ccccc1Cl | 7%
CCCCNC(=O)CN1CCN(c2ccc(NC(=O)c3ccc(OC)cc3)cc2C(=O)O)CC1 | ?
NC(=O)c1c(NC(=O)CN2CCN(C(=O)C3CC3)CC2)sc2c1CCC2 | 9%
O=C(c1cccc(Cl)c1)N1CCC(Cc2nc(-c3cnccn3)no2)CC1 | 18%
c1ccc(OCCN2CCN(Cc3nc(C4CC4)no3)CC2)cc1 | 7%
O=C([C@@H]1C[C@H](Oc2cccnc2)CN1C(=O)Nc1ccccc1F)N1CCOCC1 | -23%
CS(=O)(=O)N1CCCC1c1noc(CCC(=O)NC2CCCCCC2)n1 (stereo not drawn) | -6%
COc1ccc2c(c1)c(=O)c(C(=O)c1ccccc1)cn2CC(=O)Nc1ccc2c(c1)OCO2 | -22%
O=C(CSc1nccn1-c1cccc(Cl)c1)NO | -10%
Cc1c(F)cccc1NC(=O)N1CCCC(c2noc(COc3ccccc3)n2)C1 (stereo not drawn) | -8%
CCn1nc(CC(C)C)cc1C(=O)N(C)Cc1cccc(-n2cccn2)c1 | 27%
CN(C)c1ccc(CN2CCCC3(C2)C(=NC2CCCC2)NC(=O)N3c2cc(F)cc(F)c2)cc1 (stereo not drawn) | ?
CCOC(=O)CCCCCCN | 20%
Cc1cnc(C(=O)OCC(=O)c2ccc(F)cc2)cn1 | 3%
CC(C)(C)CC(=O)N1CCN(c2ccc(S(=O)(=O)N3CCOCC3)cc2[N+](=O)[O-])CC1 | 10%
(list continues)
SMILES | KDM5B inh
CN1CCC(C(=O)N2Cc3ccccc3CC3(CCCN(CC4CCNCC4)C3)C2)CC1 (stereo not drawn) | ?
CCN(CC)S(=O)(=O)c1ccc(C)c(C(=O)OCc2nc3ccccc3nc2C)c1 | -9%
O=C(NC[C@@H]1CCN(C(=O)Cc2ccccc2O)C[C@H]1O)C1CCCC1 | 8%
Cc1ccc(-c2noc([C@@H]3C[C@@H](O)CN3C3CCCCC3)n2)cc1F | -13%[86.2 µM]
COCCn1cnnc1CCNc1cc(C2CC(O)C2)nc(N)n1 (stereo not drawn) | -8%
COC(=O)c1cc(S(=O)(=O)NCC2CCN(Cc3cccc(F)c3)CC2)c[nH]1 | 6%&3%
Cc1cc(C)c2c(C)c(C(=O)NCC(c3ccco3)N3CCOCC3)oc2c1 (stereo not drawn) | -3%
CCOC(=O)C1CCC(CNC(=O)Nc2c(NC)c3ccccc3oc2=O)CC1 (stereo not drawn) | 5%
CCOc1ccccc1NC(=O)CCS(=O)(=O)c1ccc(OC)cc1 | -6%
CNC(=O)c1cnn2c1CN(C(=O)OC)CC2 | 10%[230 µM]
O=C(NCC1CC1)c1csc(N2CCN(c3ccccc3F)CC2)n1 | ?
CCc1ccc(N2CC(c3ncon3)CC2=O)cc1 (stereo not drawn) | 11%
CCS(=O)(=O)c1c(S(=O)(=O)CC)c2cc(C(C)(C)C)ccn2c1C(=O)c1ccc(F)cc1 | -4%
Cc1ccc(-c2cc(C(=O)N(C)CCC#N)c3ccccc3n2)cc1 | ?
COc1ccc(C2=NOC(C(=O)NC(C)C)C2)cc1 (stereo not drawn) | 5%
CCOc1ccc(/C=N/OCc2c(Cl)cccc2Cl)cc1OC | -3%
O=C(O)CNC1Cc2ccccc2C1 | 11%
Cn1c(=O)c2c(c3ccccc31)OC(=O)CC2c1cccc(F)c1 (stereo not drawn) | ?
CCOc1ccc(CCNC(=O)c2cc3c(s2)-c2ccccc2OC3)cc1OCC | ?
CCOc1ccc(C2C(C(=O)Nc3ccccc3)=C(C)Nc3nc(-c4ccccc4)nn32)cc1OC (stereo not drawn) | ?
O=C(NCc1ccccc1Cl)C1CCCN(c2nc3ccccc3n3cccc23)C1 (stereo not drawn) | ?
COc1ncc(-c2cc3c(nc2OC)nc(CC2CC2)n3C)cn1 | 0%[86.2 µM]
COc1ccc(N2CCN(S(=O)(=O)c3ccc(OC)c(-c4noc(C)n4)c3)CC2)cc1 | -7%
CCOc1ccccc1NC(=O)CN1C(=O)CC(c2ccc(OC)c(OC)c2)Sc2ccccc21 (stereo not drawn) | ?
O=C(NCCc1cccc(F)c1)c1ccc(=O)[nH]c1 | -2%
Next part
SMILES | KDM5B inh
COc1ccccc1CN1CC[C@H](CNC(C)=O)[C@H](N(C)C)C1 | -38%
CC1CCN(c2ccc(NC(=O)c3cccc(Cl)c3)cc2C(=O)O)CC1 | ?
Cc1ccccc1-n1cc(-c2ccc(Br)cc2)nc1SCC(N)=O | 17%
O=c1[nH]c(CN2CCN(c3ccccn3)CC2)nc2c(Br)cc(Br)cc12 | 19%
Cn1ccc2c(C(=O)NCc3cccnc3)nc(-c3cncnc3)cc21 | i
O=c1c2ccccc2nc(/C=C/c2cc(Br)ccc2O)n1CCO | ?
COc1cccc(CNC(=O)Nc2ccc3c(c2)N(C)C(=O)c2ccccc2S3)c1 | -21%
O=C(NCCCO)C(=O)Nc1c2c(nn1-c1ccccc1)CSC2 | -23%
CC(=O)c1cc2c(ccc3ccccc32)o1 | ?
Cc1ccc(CNC(=O)c2cc3sccc3n2Cc2ccc(Cl)cc2)cc1 | -24%
COCC1CN(Cc2cnn(C(C)C)c2)CC12CCNCC2 (stereo not drawn) | ?
CC(=O)N1N=C(c2ccc(C)cc2)CC1c1cn(-c2ccccc2)nc1-c1cccs1 (stereo not drawn) | -5%
O=C(C1CCC1)N1CCN(c2nnc3ccc(Cl)cn23)CC1 | ?
CC(C)(C)NC(=O)c1oc2ccccc2c1NC(=O)c1ccccc1F | ?
CC(C)NC(=O)CN1CCCC1c1ccsc1 (stereo not drawn) | -14%
COc1ccc(CC(=O)NCC(=O)NC(Cc2ccccc2)C(=O)O)cc1 (stereo not drawn) | 0%

An excerpt from above in order of their number in KDM5B inh, largest number first.
SMILES | KDM5B inh
COc1ccc(CC(=O)NCC(=O)NC(Cc2ccccc2)C(=O)O)cc1 (stereo not drawn) | 0%
CC(=O)N1N=C(c2ccc(C)cc2)CC1c1cn(-c2ccccc2)nc1-c1cccs1 (stereo not drawn) | -5%
COc1ccccc1CN1CC[C@H](CNC(C)=O)[C@H](N(C)C)C1 | -38%

Shown with each value named: 4 of the compounds above.
O=c1[nH]c(CN2CCN(c3ccccn3)CC2)nc2c(Br)cc(Br)cc12
  KDM5B inh: 19%

Cn1ccc2c(C(=O)NCc3cccnc3)nc(-c3cncnc3)cc21
  KDM5B inh: i

O=c1c2ccccc2nc(/C=C/c2cc(Br)ccc2O)n1CCO
  KDM5B inh: ?

COc1cccc(CNC(=O)Nc2ccc3c(c2)N(C)C(=O)c2ccccc2S3)c1
  KDM5B inh: -21%

Bioassay records from PubChem BioAssay.
